Assay outcomes deposited in PubChem BioAssay by several laboratories.
STAT3 activator: activators of IL-6 induced STAT3 signaling. U3A cells, IL-6 STAT3-luciferase reporter, luminescence; 100% = signal with IL-6 EC80 alone. activation (% of control), % at 5.6 µM. 0.91% of 190,000 active;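 active = activation above the screen-wide mean of compound activation plus 3 SD, cut at about 130% in these data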;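 note: 0% = background luminescence of wells with medium and substrate only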
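Test system: human U3A cells carrying STAT3-luciferase construct; control set: IL-6-only wells as 100% reference; timing: compound pre-incubation 1 h before IL-6, then 6 h stimulation at 37 °C; also added: IL-6 stimulus at 33 ng/mL final; evaluation: % activation versus median of IL-6-stimulated wells; detection: reporter luminescence signal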
STAT3 blocker: STAT3 signaling inhibition | U3A cells, IL-6 STAT3-luciferase reporter, luminescence; host cell line lacks STAT1 | inhibition, % at 5.5 µM | 0.89% of 190,000 active;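 active = inhibition above the mean inhibition across all screened compounds plus 3 SD, cut at about 44% in these data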;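 note: 0% = DMSO only wells and 100% = 100 µM nifuroxazide control wells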
STAT1 activator: activators of IFN-gamma induced STAT1 signaling. NIH 3T3 STAT1-luciferase reporter, luminescence; 100% = IFN-gamma alone, no compound. 2.6% of 200,000 active. activation (% of control), % at 5.5 µM. AID 932;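 active = activation above the screen-wide mean activation plus 3 SD, cut at about 130% in these data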;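 note: raw ratio to IFN-gamma control signal so 100% means no change and 0% no light; values of inactives mirror those of a sister screen read the other way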
STAT1 blocker: inhibitors of IFN-gamma induced STAT1 signaling; NIH 3T3 STAT1-luciferase reporter, luminescence; inhibition, % at 5.5 µM; 0.35% of 200,000 active; AID 920;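 active = inhibition above a set limit, the mean inhibition across all tested compounds plus 3 SD, cut at about 34% in these data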;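 note: 0% = IFN-gamma with DMSO and 100% = IFN-gamma with 300 µM nifuroxazide; values of inactives mirror those of a sister screen read the other way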
Hsp70 activator: switches on Hsp70 transcription; activation, % at 10 µM; 0.04% of 200,000 active; HeLa Hsp70 promoter luciferase reporter, luminescence; scaled: vehicle 0, proteasome-inhibitor control 100%;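 active = activation above the mean across all tested compounds plus 3 SD, cutoff set per campaign, cut at about 5.5% in these data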;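 note: 100% = MG132 at 30 µM as the positive control and 0% = DMSO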
Diaphorase act: counter-screen for diaphorase-based assays: diaphorase activators and chemical reducers; Diaphorase/resazurin coupled assay, resorufin fluorescence, 16 min; stronger effect = higher value; 1 = vehicle wells, 0 = NADH-free wells; activation factor at 20 µM; AID 1229; 0.005% of 190,000 active;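 active = diaphorase activity raised at least twofold by the compound at 20 µM; inactive = activation factor below 2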
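Test system: Clostridium kluyveri diaphorase, purified enzyme; input: enzyme 0.07 U/mL final; buffer or medium: 50 mM HEPES pH 7.4 with 4.542 mM MgCl2, 0.005% Tween 20; also added: 0.114 mM NADH and 0.1 mM resazurin, final amounts; schedule: 16 min enzyme reaction, ambient temperature; technique: fluorescence of resorufin, 544 nm excitation, 590 nm emission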
APP transl inh: APP translation inhibition | SH-SY5Y APP 5'UTR-luciferase reporter, luminescence | 0.82% of 190,000 active | AID 1285 | inhibition, % at 2 µM;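 active = inhibition above a set limit, derived from the sample mean plus 3 SD, cut at about 45% in these data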; note: values of inactives mirror those of a sister screen read the other way
G6PDH counter: inhibits Leuconostoc G6PDH, flagging false hits in G6PDH-based assays. Purified L. mesenteroides G6PDH, diaphorase/resazurin coupled fluorescence, 45 min. inhibition, % at 5 µM. 0.12% of 200,000 active; in the data active = inhibition above about 50%
Diaph inh CS: counter-screen for diaphorase-based assays: diaphorase inhibitors and chemical oxidizers; inhibition, % at 20 µM; diaphorase resazurin-to-resorufin fluorescence, NADH, 16 min; bacterial (C. kluyveri) enzyme, not human; AID 1217; 0.69% of 190,000 active;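 active = primary screen inhibition at 20 µM above a set limit, cut at about 50% in these data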;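 note: plate controls were DMSO with full reaction for no effect and wells lacking NADH for full effect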
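Test system: Clostridium kluyveri diaphorase enzyme / Quantity: diaphorase at 0.14 U/mL in enzyme working solution / Incubation: 16-min room-temperature incubation before reading / Benchmarks: NADH-free wells as positive control, DMSO-only neutral wells / Signal: resorufin fluorescence 544/590 nm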
TLR4-MyD88 BLA: inhibitors of human TLR4-MyD88 binding. O00206+Q99836. HeLa CL3-4 TLR4/MyD88 BLA complementation, FRET ratio. inhibition, % at 8.4 µM. 0.18% of 200,000 active. AID 861; in the data active = inhibition above about 25%;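 note: 0% = vehicle and 100% = reference inhibitor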
Target sequence (O00206 whole entry, looked up): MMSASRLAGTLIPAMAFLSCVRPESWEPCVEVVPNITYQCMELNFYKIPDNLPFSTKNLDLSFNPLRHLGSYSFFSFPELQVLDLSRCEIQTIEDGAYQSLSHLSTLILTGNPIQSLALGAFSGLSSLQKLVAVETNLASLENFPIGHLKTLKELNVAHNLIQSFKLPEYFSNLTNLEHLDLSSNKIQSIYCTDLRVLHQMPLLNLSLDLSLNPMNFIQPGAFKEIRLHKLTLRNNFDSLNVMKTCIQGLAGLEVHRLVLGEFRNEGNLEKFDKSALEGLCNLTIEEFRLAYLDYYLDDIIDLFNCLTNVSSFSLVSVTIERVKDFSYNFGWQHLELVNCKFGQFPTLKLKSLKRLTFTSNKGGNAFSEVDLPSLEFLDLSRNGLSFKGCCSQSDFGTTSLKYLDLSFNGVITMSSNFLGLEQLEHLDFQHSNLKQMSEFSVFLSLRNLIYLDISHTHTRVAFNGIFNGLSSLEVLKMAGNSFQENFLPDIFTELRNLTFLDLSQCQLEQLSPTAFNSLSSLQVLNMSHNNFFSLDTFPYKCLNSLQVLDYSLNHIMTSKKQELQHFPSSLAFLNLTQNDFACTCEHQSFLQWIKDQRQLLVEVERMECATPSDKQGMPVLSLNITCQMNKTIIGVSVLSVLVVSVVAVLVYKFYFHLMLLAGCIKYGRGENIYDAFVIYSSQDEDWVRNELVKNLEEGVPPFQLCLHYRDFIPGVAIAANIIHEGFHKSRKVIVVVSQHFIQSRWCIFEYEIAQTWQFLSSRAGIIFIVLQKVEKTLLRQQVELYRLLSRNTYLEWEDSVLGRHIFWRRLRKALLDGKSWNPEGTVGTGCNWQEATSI
Target sequence (Q99836 whole entry, looked up): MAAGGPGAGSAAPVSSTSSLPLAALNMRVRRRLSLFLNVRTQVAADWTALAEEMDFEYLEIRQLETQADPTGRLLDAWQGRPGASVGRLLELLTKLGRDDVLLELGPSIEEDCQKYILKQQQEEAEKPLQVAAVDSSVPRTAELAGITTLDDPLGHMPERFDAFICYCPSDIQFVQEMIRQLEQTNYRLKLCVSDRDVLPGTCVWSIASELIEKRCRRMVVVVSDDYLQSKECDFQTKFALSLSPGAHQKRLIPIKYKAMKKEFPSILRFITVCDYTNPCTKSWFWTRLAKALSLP
The depositor's hits bear a star; . = no result given.

1) Cn1c(=O)[nH]c(=O)c2c1nc(NCc1ccccc1)n2CCCc1ccccc1
2) Cc1cc(=O)oc2cc(NC(=O)c3cc4ccccc4o3)ccc12
3) CN1CCN(CCCn2cnc3c(=O)oc4ccccc4c32)CC1
4) Cn1c(SCC(=O)NCCc2ccccc2)nnc1-c1ccco1
5) O=C(Nc1ccc(/C=C/c2nc3ccccc3o2)cc1)c1ccc(F)cc1
6) NC(=S)Nc1ccc(Oc2ccc(NC(N)=S)cc2)cc1

compound no.	1	2	3	4	5	6
STAT3 activator	101	103	98	95	92	97
STAT3 blocker	5	3	6	10	18	11
STAT1 activator	94	102	97	97	108	102
STAT1 blocker	7	-2	3	3	-11	-2
Hsp70 activator	-0.3	0.0	-0.2	-0.2	-0.2	0.4
Diaphorase act	1	0.9	0.9	1	0.9	1
APP transl inh	5	-4	-2	-13	-6	-8
G6PDH counter	8	16	-7	5	6	3
Diaph inh CS	-1	13	12	5	8	-2
TLR4-MyD88 BLA	-1	-2	3	-5	-2	6

7) CCOC(=O)c1c(-c2ccc(OC)cc2)csc1NC(=O)CCN1CCOCC1
8) CC(=O)CCn1c(=O)n(CCC(C)=O)c(=O)n(CCC(C)=O)c1=O
9) O=C(CSc1nnc2scc(-c3ccc(Cl)cc3)n12)NCc1ccc2c(c1)OCO2
10) CCCCOc1ccc(CSC(CC(=O)O)C(=O)O)cc1 (configuration not stated)
11) S=C(Nc1ccc(Cl)cc1)N1CCCC1
12) CC(=O)c1cccc(N(CC(=O)N2CCCC2)S(C)(=O)=O)c1

compound no.	7	8	9	10	11	12
STAT3 activator	98	106	113	100	108	102
STAT3 blocker	8	-3	-15	0	-5	2
STAT1 activator	94	106	96	98	116	100
STAT1 blocker	7	-7	5	2	-19	0
Hsp70 activator	-0.2	-0.2	-0.1	-0.4	-0.2	-0.3
Diaphorase act	1.1	1.1	1	1	1	0.8
APP transl inh	-20	-5	-8	1	-27	-7
G6PDH counter	6	7	3	-4	6	-16
Diaph inh CS	-11	-9	0	-1	3	16
TLR4-MyD88 BLA	-32	7	11	7	-3	-13

13) COc1ccccc1C(=O)NNC(=O)c1ccncc1
14) Cc1noc(C)c1COc1cccc(C(=O)OCC(=O)NC(=O)c2ccc(OC(F)F)cc2)c1
15) CC(C)CCOc1ccc(C2=NNC(=O)CC2)cc1
16) FC(F)c1nc2ccccc2[nH]1
17) N#Cc1c(N)c(C(=O)c2ccc(Br)cc2)n2c1CCC2
18) COc1ccccc1NS(=O)(=O)c1cc(N/C(=N\S(=O)(=O)c2ccccc2)c2ccc(F)cc2)ccc1Cl

compound no.	13	14	15	16	17	18
STAT3 activator	105	111	102	97	97	111
STAT3 blocker	-4	-8	1	6	11	-13
STAT1 activator	102	92	111	100	100	102
STAT1 blocker	-3	9	-12	-2	0	-2
Hsp70 activator	-0.2	-0.3	-0.3	-0.2	-0.3	-0.4
Diaphorase act	1.1	1	1	0.9	0.8	0.8
APP transl inh	-23	-24	-25	5	-6	-6
G6PDH counter	8	10	-8	12	4	12
Diaph inh CS	-9	0	-4	11	19	20
TLR4-MyD88 BLA	7	-12	1	2	2	-2

19) O=C(O)CC1NC(=S)N(c2ccccc2)C1=O (configuration not stated)
20) CC1CCCC(C)N1c1nnc(N)s1 (configuration not stated)
21) CCOc1ccc(NC(=O)CC2C(=O)N(c3ccccc3)C(=O)N2CCOC)cc1 (configuration not stated)
22) Cc1ccc(-c2csc(N(CC3CCCO3)C(=O)c3ccco3)n2)cc1 (configuration not stated)
23) CC(=O)Nc1ccc(/C=N/NC(=O)CNC(=O)c2ccccc2)cc1
24) Cc1cc(C)n(-c2ccc(Cl)c(Cl)c2)n1

compound no.	19	20	21	22	23	24
STAT3 activator	104	93	103	99	97	101
STAT3 blocker	-1	8	-1	5	8	1
STAT1 activator	102	97	101	118	112	107
STAT1 blocker	-2	3	-2	-19	-14	-10
Hsp70 activator	-0.3	-0.3	0.3	-0.3	0.0	-0.1
Diaphorase act	0.9	1	1	0.7	1.1	1.1
APP transl inh	-10	-5	-15	-5	-3	-6
G6PDH counter	-12	10	-1	6	-1	14
Diaph inh CS	13	0	-1	27	-5	-10
TLR4-MyD88 BLA	-12	11	6	-8	0	3

25) Cc1nn(Cc2ccc([N+](=O)[O-])cc2)c(=O)n1-c1cccc(Cl)c1
26) Cn1c(NC(=O)C[n+]2cc(-c3ccc(Cl)c(Cl)c3)n3c2CCC3)cc(=O)n(C)c1=O
27) Clc1c(-c2nnc3n2CCCCC3)sc2ccccc12
28) O=C(c1cc(=O)[nH]c2ccccc12)N1CCc2ccccc2C1
29) CC(C)C[C@H](N)c1nnc(S(=O)(=O)Cc2cccc(F)c2)o1
30) COc1ccccc1-c1nc2ccccc2nc1-c1ccccc1OC

compound no.	25	26	27	28	29	30
STAT3 activator	101	96	100	130	95	109
STAT3 blocker	4	2	4	-35	8	-10
STAT1 activator	105	95	94	92	77	93
STAT1 blocker	-8	5	8	8	25	8
Hsp70 activator	-0.2	-0.5	-0.2	-0.1	-0.1	0.3
Diaphorase act	1	0.9	0.8	1	1	0.9
APP transl inh	-12	19	10	4	-5	.
G6PDH counter	0	6	-2	8	14	-5
Diaph inh CS	-1	7	15	4	3	13
TLR4-MyD88 BLA	3	-11	-13	-9	14	-12

31) CC(C)Oc1ccc(C(=O)Nc2ccccc2N2CCOCC2)cc1
32) O=C(NCC(c1ccco1)N1CCN(c2ccccc2F)CC1)OCc1ccccc1 (configuration not stated)
33) COCCn1cc(C(=S)N2CCCCC2)c2ccccc21
34) C#CCNC(=O)/C=C/c1ccc(C)cc1
35) N#Cc1ncc(C(F)(F)F)cc1Oc1cccnc1
36) CCN(CC(=O)NCCc1ccccc1)S(=O)(=O)c1ccccc1

compound no.	31	32	33	34	35	36
STAT3 activator	104	108	97	93	107	106
STAT3 blocker	1	-10	12	6	-3	5
STAT1 activator	103	98	100	127	103	95
STAT1 blocker	-3	2	-2	-30	-3	5
Hsp70 activator	0.1	-0.2	0.1	0.5	-0.2	0.3
Diaphorase act	0.8	0.8	1.1	0.9	0.9	1
APP transl inh	-8	-13	2	-44	9	13
G6PDH counter	9	10	7	8	2	5
Diaph inh CS	15	20	-13	6	8	2
TLR4-MyD88 BLA	14	9	-6	-13	6	-13

37) CC(C)c1ccc2c(c1)C1(NN=C(c3ccccc3)S1)C(=O)N2 (configuration not stated)
38) Cc1nc(=O)c(-c2ccccc2)c(C)n1-c1ccccc1C(=O)O
39) COCC(C)n1c(C)cc(C(=O)COC(=O)CCc2nc3ccccc3c(=O)[nH]2)c1C (configuration not stated)
40) CCCc1[nH]nc2c1C(CCC)C(C#N)=C(N)O2 (configuration not stated)
41) CC1(C)CC(=O)c2cnc(NC(=O)c3ccco3)nc2C1
42) CCC(=O)N1CCN(c2ccc(NC(=O)COc3ccccc3[N+](=O)[O-])cc2)CC1

compound no.	37	38	39	40	41	42
STAT3 activator	110	93	92	101	100	77
STAT3 blocker	-10	12	16	1	6	33
STAT1 activator	129*	88	98	99	102	106
STAT1 blocker	-36	13	1	1	-2	-8
Hsp70 activator	1.0	0.3	0.0	-0.3	-0.2	-0.2
Diaphorase act	1.1	1	1	0.8	0.9	0.9
APP transl inh	-133	-5	-9	-9	.	-9
G6PDH counter	2	2	2	4	5	-8
Diaph inh CS	-5	2	-3	18	10	7
TLR4-MyD88 BLA	12	6	-11	2	-4	-22

43) COc1ccc(/C=C(\C#N)C(=O)OCC(=O)N2CC(C)OC(C)C2)cc1 (configuration not stated)
44) COc1ccccc1N1C(=O)CCC1(C#N)c1ccc(Br)cc1 (configuration not stated)
45) Cc1ccc(S(=O)(=O)N(C(=O)c2ccncc2)c2ccc3oc4c(c3c2)CCCC4)cc1[N+](=O)[O-]
46) COc1cc(C(=O)N(C)c2nnc(-c3cccnc3)s2)cc(OC)c1OC
47) O=C(CN1CCN(c2cccc(Cl)c2)CC1)N1CCCC1
48) CCCN1CCN(CCCNC(=S)Nc2ccc(OC)cc2)CC1

compound no.	43	44	45	46	47	48
STAT3 activator	104	102	108	92	95	106
STAT3 blocker	-3	-3	-8	14	10	-3
STAT1 activator	113	102	101	99	95	102
STAT1 blocker	-16	-3	-1	1	5	-3
Hsp70 activator	-0.2	0.8	0.0	-0.1	-0.3	-0.2
Diaphorase act	0.9	0.9	0.8	0.9	0.9	0.8
APP transl inh	27	-2	6	-12	13	-13
G6PDH counter	2	10	2	-5	-6	-9
Diaph inh CS	10	8	18	6	9	19
TLR4-MyD88 BLA	2	-10	7	0	10	2

49) O=C1CCCN1CCC12CC3CC(CC(C3)C1)C2
50) CCS(=O)(=O)N1CCC(C(=O)NCc2ccccn2)CC1
51) CCS(=O)(=O)Nc1cc(C(=O)OC)ccc1C(=O)OC
52) CC(=O)Nc1ccc(C(=O)Nc2cccc(-c3cnc4ccccc4n3)c2)cc1

compound no.	49	50	51	52
STAT3 activator	.	98	104	85
STAT3 blocker	.	7	-4	22
STAT1 activator	93	101	94	102
STAT1 blocker	7	0	7	-3
Hsp70 activator	-0.1	-0.3	-0.6	-0.2
Diaphorase act	0.9	1	0.8	0.9
APP transl inh	-2	2	10	-10
G6PDH counter	1	-13	2	8
Diaph inh CS	6	1	15	5
TLR4-MyD88 BLA	-18	-2	9	-13

Of the compounds above, these contain an aryl methoxy group.
7) CCOC(=O)c1c(-c2ccc(OC)cc2)csc1NC(=O)CCN1CCOCC1
13) COc1ccccc1C(=O)NNC(=O)c1ccncc1
18) COc1ccccc1NS(=O)(=O)c1cc(N/C(=N\S(=O)(=O)c2ccccc2)c2ccc(F)cc2)ccc1Cl
30) COc1ccccc1-c1nc2ccccc2nc1-c1ccccc1OC
43) COc1ccc(/C=C(\C#N)C(=O)OCC(=O)N2CC(C)OC(C)C2)cc1 (configuration not stated)
44) COc1ccccc1N1C(=O)CCC1(C#N)c1ccc(Br)cc1 (configuration not stated)
46) COc1cc(C(=O)N(C)c2nnc(-c3cccnc3)s2)cc(OC)c1OC
48) CCCN1CCN(CCCNC(=S)Nc2ccc(OC)cc2)CC1

compound no.	7	13	18	30	43	44	46	48
STAT3 activator	98	105	111	109	104	102	92	106
STAT3 blocker	8	-4	-13	-10	-3	-3	14	-3
STAT1 activator	94	102	102	93	113	102	99	102
STAT1 blocker	7	-3	-2	8	-16	-3	1	-3
Hsp70 activator	-0.2	-0.2	-0.4	0.3	-0.2	0.8	-0.1	-0.2
Diaphorase act	1.1	1.1	0.8	0.9	0.9	0.9	0.9	0.8
APP transl inh	-20	-23	-6	.	27	-2	-12	-13
G6PDH counter	6	8	12	-5	2	10	-5	-9
Diaph inh CS	-11	-9	20	13	10	8	6	19
TLR4-MyD88 BLA	-32	7	-2	-12	2	-10	0	2
